ERK EGF block – blocks ERK signaling stimulated by EGF; HEK293-V1b, EGF-stimulated phospho-ERK AlphaScreen; Potency, µM (top dose mostly 11.5 µM), inactives show at the highest dose activity change, negative = inhibition, usual class: inhibitors; 130,000 compounds, 0.41% hits; active = well fitted inhibition curve with a large enough effect; inconclusive = small, poorly fitted or top-dose-only effect, or effect the other way;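 also: plate controls were stimulated vehicle wells for no effect and unstimulated vehicle basal for full effect; nearly all actives have a fitted effect of over 55% in size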
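Compounds are titrated over HEK293-V1b cells kept overnight in 1% FBS. After 30 min at 37C, EGF (25 nM final) triggers ERK phosphorylation for 5 min, measured by AlphaScreen in lysates.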
Active calls of the source: *; ? = inconclusive; [ ] = dose if it differs, or a comment. Potency is read from the fitted curve at half-maximal effect.

SMILES	ERK EGF block
Cn1ccnc1C1CCCCN1Cc1nc(-c2ccc(Cl)cc2)no1 (configuration not stated)	-5%
O=C(NCCO)/C(=C\c1ccc2c(c1)OCO2)NC(=O)c1ccc(Br)cc1	11%
Cc1cc(NC(=O)/C(C#N)=C/c2ccc(-c3ccc(SC(F)F)cc3)o2)n(-c2ccccc2)n1	-8%
Cc1c(NC(=S)NC(=O)c2ccc(-c3ccc(Cl)cc3)o2)cccc1C(=O)O	?
COC(=O)c1ccc(C(=O)OC)c(NC(=O)CN(C)Cc2ccccc2)c1	-18%
CCn1c(SCC(=O)N/N=C(\C)c2ccncc2)nnc1-c1ccccc1	?
N#C/C(=C\c1coc2ccccc2c1=O)C(N)=S	3%
CC1Cc2ccccc2N1C(=O)CSc1nc2ccccc2s1 (configuration not stated)	-4%
CCn1c2ccccc2c2cc(NC(=O)COC(=O)c3ccccc3F)ccc21	-4%
CCn1c(=S)[nH]c2cc(C(=O)O)ccc21	-6%
CC(C)CNc1nc(Oc2ccc(=O)[nH]n2)nc(N2CCOCC2)n1	-2%
COC(=O)Cn1cc([N+](=O)[O-])nc1C	-3%
COc1cc(O)c(C(CCN2CCCC(C)C2)c2ccc3c(c2)OCO3)c(OC)c1 (configuration not stated)	-7%[57.5 µM]
COc1ccc(-c2cc(C(=O)Nc3c(C)n(C)n(-c4ccccc4)c3=O)no2)cc1	?
Nc1nnc(CCOc2ccc(Cl)cc2)s1	4%
N/C(=N\NC(=O)c1cccs1)c1cc2cc(Cl)ccc2oc1=O	0%[57.5 µM]
Cc1ccc2c(c1)C(=O)C(=O)N2CC(=O)Nc1ccccc1NC(=O)c1ccccn1	-16%[57.5 µM]
O=C(CSc1nnc(NC(=O)C2CC2)s1)NCc1ccco1	8%
O=C1NCCN1Cc1cccc(Cl)c1	2%[57.5 µM]
CCN(CC)c1ccc(/C=N/NC(=O)c2cccc(S(=O)(=O)N3CCOCC3)c2)c(O)c1	?
CN1C=CC=C/C1=C1/SC(=S)N(Cc2ccccc2)C1=O	23%
CCNC(=O)NC(=O)COC(=O)CCCSc1nc2ccccc2s1	4%
C=CCOC(=O)C1=C[C@H](c2cn(C(C)=O)c3ccccc23)C[C@H](OCCCCO)O1	0%[57.5 µM]
C=CCCCN(Cc1ccccc1)S(=O)(=O)c1ccccc1Br	-5%[57.5 µM]
CC1=C(C(=O)N2CCOCC2)C(c2cc(C)ccc2C)NC(=S)N1 (configuration not stated)	1%

(continued)
SMILES	ERK EGF block
O=C(Nc1ccncc1)c1ccc(C(=O)Nc2ccncc2)cc1	-5%
c1ccc(Nc2c3c(nc4ccccc24)CCC3)cc1	-4%
Cc1ccc(NC(=O)c2ccc([N+](=O)[O-])o2)cc1C	-6%
CCOCCCn1c(SCC(=O)Nc2cccc(S(=O)(=O)NC3=NCCCCC3)c2)nc2ccccc2c1=O	-3%[57.5 µM]
O=c1c(-c2ccc(O)cc2O)coc2cc(O)cc(O)c12	-3%[57.5 µM]
CC(/C=C/c1ccccc1)=N/NC(=O)CNC(=O)c1ccccc1F	-5%
CCOC(=O)Cn1c(=O)oc2cc(S(=O)(=O)N(C)c3ccc(OC)cc3)ccc21	0%[57.5 µM]
COc1ccccc1NC(=O)Cn1c2ccccc2c2nc3n(c(=O)c21)CCS3	-4%
Cc1ccc2[nH]c(O)c(N=O)c2c1	23%[57.5 µM]
COc1ccccc1N1CCN(Cc2ccc(OC)c3ccccc23)CC1	5%
CC(=O)c1ccc(NC(=O)C2CCCN(C(=O)c3ccc(Cl)cc3)C2)cc1 (configuration not stated)	-2%
Cc1cccc(Cc2c(C)[nH]c(=O)c(C#N)c2C)c1	0%
Cc1cc(OCCN2CCOCC2)ccc1[N+](=O)[O-]	-5%
COc1ccc(CN2CCN(CCc3ccccc3)C(CCO)C2)cc1Cn1cncn1 (configuration not stated)	-4%
COCCNC(=O)/C(C#N)=C/c1ccc(OCC(=O)NC2CCCCC2)cc1	-2%
COc1cc(/C=c2\s/c(=C\C(=O)C(C)(C)C)[nH]c2=O)cc(OC)c1OC	-6%
Cc1ccc(NC(=O)C(=O)NCCN2CCN(S(C)(=O)=O)CC2)cc1C	2%
Cc1ccc2nc(SCC(=O)Nc3ccc(C)c([N+](=O)[O-])c3)[nH]c2c1	?
CCOC(=O)c1ncn2c1CN(C)C(=O)c1cc(F)ccc1-2	7%
CCC1=C2CC[C@H]3C(=O)N(C)C(=O)[C@H]3[C@H]2[C@@]2(C)C(=NCc3ccccc3)OC(=O)N2C1=O	-4%
Cc1nc(SCc2ccc(C(=O)O)cc2)c2c(C)c(C)sc2n1	10%[57.5 µM]
Cc1nonc1OCCn1c([N+](=O)[O-])cnc1C	-17%
COc1ccc(S(=O)(=O)Nc2ccc(NC(C)=O)cc2)cc1[N+](=O)[O-]	8%
COc1ccc([N+](=O)[O-])cc1NC(=O)C(C)Sc1ccccc1 (configuration not stated)	3%
O=C(c1ccccc1)c1ccc2c(c1)OCCOCCOCCOCCO2	1%[57.5 µM]

Next results follow.
SMILES	ERK EGF block
CCOC(=O)c1nc(C)sc1-c1ccnn1S(=O)(=O)c1ccccc1C(F)(F)F	-3%[57.5 µM]
CCC(=O)NC(=S)Nc1ccc(NC(=O)c2ccc(Br)o2)cc1	-6%
NNc1ccc(Cc2ccc(Cl)cc2Cl)nn1	7%
C#Cc1ccc([C@H]2C=C(C(=O)NCc3ccccc3)O[C@@H](OCC)[C@@H]2CCCO)cc1	-11%[57.5 µM]
COc1ccc(CN(C)C(C)C(=O)Nc2ccc([N+](=O)[O-])cc2Cl)cc1OC (configuration not stated)	-3%
N=c1sccn1CC(=O)Nc1cc(S(=O)(=O)N2CCCCC2)ccc1Cl	-2%[57.5 µM]
N#Cc1c(Nc2ccccc2)c(/C=N/N=C/c2ccccc2)c[nH]c1=O	-1%
Nc1c(Cl)ncnc1NCCc1ccc(O)cc1	11%[57.5 µM]
COc1cc(/C=C(\C#N)c2nc3ccccc3[nH]2)cc(Br)c1OCc1ccccc1	5%
N#CC(Cc1ccccc1OC(F)F)c1nc2ccccc2[nH]1 (configuration not stated)	-14%
COc1ccc(-c2cc(=O)n(-c3ccc([N+](=O)[O-])cc3)[nH]2)cc1	2%
Cn1c(=O)c2c(SCC(=O)NCCc3ccccc3)nc(C3CC3)nc2n(C)c1=O	2%[57.5 µM]
C#CCCCC(=O)Nc1ccccc1	1%
C=CCN(C(=O)CNC(=O)c1ccco1)C(C(=O)NC1CCCC1)c1cccs1 (configuration not stated)	3%
Cc1ccc(-n2c(CC#N)n[nH]c2=S)c(C)c1	10%[57.5 µM]
O=C(c1ccco1)N(Cc1ccccc1)c1cccc([N+](=O)[O-])c1	-10%
CN(C)CCCOc1cccc(Oc2ccccc2)c1	9%
Nc1n[nH]c(N)c1N=Nc1ccc(Cl)cc1Cl	0%
COc1cc2c(cc1OC)C(C)N(C(=O)c1ccc(Br)o1)CC2 (configuration not stated)	?
Cc1cccc2sc(NNC(=O)c3cc(-c4cccs4)nc4ccccc34)nc12	13µM*
COC(=O)c1ccc2c(=O)n(CCCCCC(=O)NC(C)C)c(=O)[nH]c2c1	-1%
Cc1csc(SCC(=O)N(C)CC(=O)Nc2ccc(F)cc2)n1	0%
O=C(Cc1cccs1)NNC(=S)NCc1ccco1	3%
CC(C)c1nnc(NC(=O)c2ccc3c(c2)OCO3)s1	-2%
O=C(O)CCC(=O)NC(c1ccccc1)c1ccccc1	-6%

As a working copy, part of the list above:
SMILES	ERK EGF block
CCOC(=O)c1nc(C)sc1-c1ccnn1S(=O)(=O)c1ccccc1C(F)(F)F	-3%[57.5 µM]
CCC(=O)NC(=S)Nc1ccc(NC(=O)c2ccc(Br)o2)cc1	-6%
NNc1ccc(Cc2ccc(Cl)cc2Cl)nn1	7%
C#Cc1ccc([C@H]2C=C(C(=O)NCc3ccccc3)O[C@@H](OCC)[C@@H]2CCCO)cc1	-11%[57.5 µM]
COc1ccc(CN(C)C(C)C(=O)Nc2ccc([N+](=O)[O-])cc2Cl)cc1OC (configuration not stated)	-3%
N=c1sccn1CC(=O)Nc1cc(S(=O)(=O)N2CCCCC2)ccc1Cl	-2%[57.5 µM]
N#Cc1c(Nc2ccccc2)c(/C=N/N=C/c2ccccc2)c[nH]c1=O	-1%
Nc1c(Cl)ncnc1NCCc1ccc(O)cc1	11%[57.5 µM]
COc1cc(/C=C(\C#N)c2nc3ccccc3[nH]2)cc(Br)c1OCc1ccccc1	5%
N#CC(Cc1ccccc1OC(F)F)c1nc2ccccc2[nH]1 (configuration not stated)	-14%
COc1ccc(-c2cc(=O)n(-c3ccc([N+](=O)[O-])cc3)[nH]2)cc1	2%
Cn1c(=O)c2c(SCC(=O)NCCc3ccccc3)nc(C3CC3)nc2n(C)c1=O	2%[57.5 µM]
C#CCCCC(=O)Nc1ccccc1	1%
C=CCN(C(=O)CNC(=O)c1ccco1)C(C(=O)NC1CCCC1)c1cccs1 (configuration not stated)	3%
Cc1ccc(-n2c(CC#N)n[nH]c2=S)c(C)c1	10%[57.5 µM]
O=C(c1ccco1)N(Cc1ccccc1)c1cccc([N+](=O)[O-])c1	-10%
CN(C)CCCOc1cccc(Oc2ccccc2)c1	9%
Nc1n[nH]c(N)c1N=Nc1ccc(Cl)cc1Cl	0%

Continuation.
SMILES	ERK EGF block
Cn1c(-c2ccc3c(c2)OCO3)cnc1NCc1cccc(O)c1	12%
CCCNC(=O)COC(=O)/C=C/c1ccc2c(c1)OCO2	1%
CN(C)CCNC(=S)Nc1ccc(-c2nc3ccccc3[nH]2)cc1	4%
CCN(CC)S(=O)(=O)c1cccc(NC(=O)COC(=O)CNC(=O)c2cccc(F)c2)c1	0%[57.5 µM]
NS(=O)(=O)c1ccc(N2C(=O)C3CC=CCC3C2=O)cc1 (configuration not stated)	5%
Cc1ccccc1N=Cc1cc2c(cc1O)OC(N)=C(C#N)C2c1ccccc1 (configuration not stated)	-8%
CC1CCC2=C1C[C@H](C(C)(C)O)CC[C@@H]2C (some centres not stated)	-13%
O=S1(=O)[C@H]2CC3O[C@]2(C[C@@H]3c2ccc(F)cc2)CN1Cc1ccc(Cl)cc1	6%[57.5 µM]
COc1ccc(C)c(-n2c(N)cc(=O)n(Cc3ccccc3)c2=O)c1	-4%[57.5 µM]
C[C@@H](O)C1NC(=O)[C@H](CCCCN)NC(=O)c2cc([N+](=O)[O-])cc(I)c2NCCC[C@@H](C(N)=O)NC1=O (some centres not stated)	-2%
COc1cc2c(cc1NC(=O)c1ccccc1F)CCCC2	1%
CCOC(=O)CSc1ccc2nnc(CCNS(=O)(=O)c3ccccc3)n2n1	-12%
CS(=O)(=O)N(Cc1ccc(Cl)cc1)c1ccc(C(=O)N/N=C/c2cc3ccccc3nc2Cl)cc1	6%
O=C(Nc1csc([N+](=O)[O-])c1)Nc1c(Cl)cccc1Cl	9%[57.5 µM]
COc1cc(OC)cc(C(=O)Nn2cc(C(=O)Nc3ccccc3F)c3ccccc3c2=O)c1	-6%
CCN(CC)C(=O)Cn1cc(S(=O)(=O)CC(=O)NCc2ccc3c(c2)OCO3)c2ccccc21	-4%
COc1cc(C(=S)N(C)C)ccc1O	?
O=C(CSc1nc2[nH]ncc2c(=O)n1-c1ccc(Cl)c(Cl)c1)NCc1ccccc1Cl	-8%
CCOC(=O)CC1C(=O)NCCN1c1nc2ccc(C)cn2c(=O)c1/C=C1\SC(=S)N(C(C)CC)C1=O (configuration not stated)	3%[57.5 µM]
COC(=O)c1ccc(C23CC4(C2)[C@H](CN(CC2CCCCC2)[C@@H]4c2ccccc2)C3c2ccc(Cl)nc2)cc1 (some centres not stated)	-4%
COc1ccc2[nH]cc(CCNc3nc(-c4ccoc4)nc4ccccc34)c2c1	35%
CCOc1ccc(-n2nnc3c(=O)n(CC(=O)Nc4cc(C)on4)cnc32)cc1	1%[57.5 µM]
C=CCOc1ccc(CN(C)Cc2nc3cc(C(F)(F)F)ccc3c(=O)[nH]2)cc1	7%
COc1ccc(NC(=O)COc2ncnc3ccccc23)cc1S(=O)(=O)N1CCOCC1	3%
CCNc1nn2ccccc2c1/C=C(\C#N)C(=O)OCC	1%[57.5 µM]

Other structures follow.
SMILES	ERK EGF block
Cc1c(C=O)c2ccccn2c1C(=O)c1ccc(Cl)c([N+](=O)[O-])c1	?
COC(=O)c1[nH]c2ccccc2c1NC(=O)C(C)N1CCOCC1 (configuration not stated)	3%[57.5 µM]
Cn1cc(CN(CCO)Cc2cccs2)c(-c2ccccc2F)n1	2%
CCOc1ccc(-c2n[nH]c(C(=O)NN)c2C)cc1	-2%
Cc1nc(Nc2ccc(Cl)cc2)c2nnn(Cc3ccccc3)c2n1	1%
Cc1nc(N2CCN(Cc3ccccc3)CC2)nc2c1CCC2	5%
O=C(c1cc([N+](=O)[O-])ccc1N1CCCCC1)N1CCCC1	-1%
O=C1CSC(c2cccc([N+](=O)[O-])c2)N1C1CC2CCC1C2 (configuration not stated)	-7%[57.5 µM]
COc1ccc(S(=O)(=O)NCCOc2cccc3cccnc23)cc1OC	4%
COc1ccccc1N(CC(=O)NC(C)(C)C)S(=O)(=O)c1cccs1	2%
CC(=O)c1ccc(NC(=O)C(C)Nc2ccc(Cl)cc2)cc1 (configuration not stated)	3%
O=C(O)/C=C/C(=O)Nc1ccc(N2CCOCC2)nc1N1CCOCC1	11%[57.5 µM]
Oc1ccc(/C=N/Nc2ccnc3cc(Cl)ccc23)c(O)c1	-2%[57.5 µM]
CCOc1ccc2nc(/N=C/c3c(C)[nH]n(-c4ccccc4)c3=O)sc2c1	3%
Cc1nn(-c2cc(N3CCCCC3)ccc2N)c(=O)c2ccccc12	-4%
Cc1ccc(CNC(=O)C2CC(=O)N(C3CCCCCC3)C2)cc1 (configuration not stated)	5%
Cc1cc(C)n(CC(C)NCc2cn[nH]c2-c2ccc(C)c(C)c2)n1 (configuration not stated)	-3%
Cc1nc(-c2ccc(NC(=O)CC(C)C)cc2)cs1	8%
C=CCOC(=O)/C(=C\c1ccccc1)NC(=O)c1ccco1	-9%
Cc1nn(-c2ccc(C(=O)O)cc2)c(C)c1Cl	6%

Screens from PubChem BioAssay.

Not all compounds are listed, so the mix of outcomes need not match the whole.
